# IDE cell inh: human IDE inhibitors in live cells, primary screen, fluorescence polarization, HEK cells, FAbetaB substrate; Insulin-degrading enzyme (Homo sapiens), P14735; FAbetaB cleavage; 0.41% of 320,000 active; AID 434962, 2010; inhibition, % at 5.59 µM;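 active means percent inhibition above the average of all tested compounds plus 3 SD, set per screening campaign, cut at about 16% in these data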;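 further: IDE supplied by intact live HEK cells; FP after avidin binding of uncleaved biotin substrate so inhibition keeps polarization high; 0% = DMSO wells and 100% = 60 µM reference IDE inhibitor Ii1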
# Target sequence (P14735 whole entry, looked up): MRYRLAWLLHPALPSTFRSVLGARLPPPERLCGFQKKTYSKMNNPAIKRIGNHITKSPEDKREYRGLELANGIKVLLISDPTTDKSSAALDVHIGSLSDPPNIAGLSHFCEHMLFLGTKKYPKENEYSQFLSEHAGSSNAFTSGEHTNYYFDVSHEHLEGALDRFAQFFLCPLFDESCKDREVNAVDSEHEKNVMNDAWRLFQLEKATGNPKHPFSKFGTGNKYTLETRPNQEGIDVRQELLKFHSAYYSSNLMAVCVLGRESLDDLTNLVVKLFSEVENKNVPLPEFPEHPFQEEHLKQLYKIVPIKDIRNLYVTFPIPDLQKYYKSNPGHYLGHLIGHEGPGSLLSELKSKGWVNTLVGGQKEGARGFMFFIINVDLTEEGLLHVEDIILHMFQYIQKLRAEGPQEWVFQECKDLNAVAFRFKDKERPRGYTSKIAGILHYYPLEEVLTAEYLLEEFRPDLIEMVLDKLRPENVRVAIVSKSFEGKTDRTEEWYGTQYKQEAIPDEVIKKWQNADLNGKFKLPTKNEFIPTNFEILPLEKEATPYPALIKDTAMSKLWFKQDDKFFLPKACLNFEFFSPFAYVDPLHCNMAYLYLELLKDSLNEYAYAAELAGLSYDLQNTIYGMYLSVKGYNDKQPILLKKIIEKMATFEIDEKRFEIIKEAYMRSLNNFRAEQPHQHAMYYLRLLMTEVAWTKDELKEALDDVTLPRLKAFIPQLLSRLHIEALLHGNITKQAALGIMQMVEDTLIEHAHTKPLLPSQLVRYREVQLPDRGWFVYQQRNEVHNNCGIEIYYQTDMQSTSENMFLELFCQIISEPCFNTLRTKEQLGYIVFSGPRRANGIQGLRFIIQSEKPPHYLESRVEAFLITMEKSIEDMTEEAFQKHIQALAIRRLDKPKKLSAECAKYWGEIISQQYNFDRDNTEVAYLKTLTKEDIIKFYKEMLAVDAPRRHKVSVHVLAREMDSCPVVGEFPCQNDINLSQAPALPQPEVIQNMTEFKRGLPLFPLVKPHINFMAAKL
# CRFBP-R2 agonist: agonists of CRF-BP/CRF-R2 complex, primary screen, cell-based, HEK293, calcium dye fluorescence, uHTS. AID 588473, 2011. 0.46% of 350,000 active. calcium dye fluorescence (FLIPR); percent of saturating CRF peptide response. activation, % at 13.2 µM;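 active means activation of at least 50%, plus an integration ratio under a set limit after plate pattern correction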;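 further: plate controls were neutral control wells without compound for no effect and CRF at EC100 for full effect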
# CHRM4 PAM: human M4 muscarinic receptor positive allosteric modulators, primary screen, CHO-K1 cells, Fluo-8 calcium fluorescence; CHO-K1 hM4/Gqi5, ACh EC20; 0% = ACh EC20, 100% = maximal ACh; activation, % at 3 µM; 0.4% of 360,000 active; AID 624126, 2012;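 active means activation above its plate's cutoff, the mean activation of sample wells plus 3 SD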; further: some results filed as inactive read as strong as hits
# CRFR2-BP antag: antagonists of CRF-BP/CRF-R2 complex, primary screen, cell-based, HEK293, calcium dye fluorescence, uHTS; CRF-induced calcium fluorescence; inhibition, % at 11.8 µM; 0.59% of 350,000 active; AID 588475, 2011;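 active means inhibition of the ligand-induced calcium signal above about 50% at the single tested concentration, limit read from the data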
# M4 antag: human M4 muscarinic receptor antagonists, primary screen, CHO cells, Fluo-8 calcium fluorescence; CHO-hM4 cells, ACh EC80; 0.73% of 360,000 active; Muscarinic acetylcholine receptor M4 (Homo sapiens), P08173; inhibition, % at 3 µM;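 active means inhibition above its plate's cutoff, the mean inhibition of sample wells plus 3 SD, cut at about 27% in these data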;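 further: 0% = acetylcholine EC80 with DMSO and 100% = DMSO without agonist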
# M5 antag: human M5 muscarinic receptor antagonists, primary screen, CHO cells, Fluo-8 calcium fluorescence | inhibition, % at 3 µM | Muscarinic acetylcholine receptor M5 (Homo sapiens), P08912 | 0.59% of 360,000 active | CHO-hM5 cells, ACh EC80;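 active means inhibition above a per-plate cutoff, the mean of that plate's test compounds plus 3 SD, cut at about 27% in these data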;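 further: 0% = acetylcholine EC80 with DMSO and 100% = DMSO without agonist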
# CHRM4 agonist: human M4 muscarinic receptor agonists, primary screen, CHO-K1 cells, Fluo-8 calcium fluorescence | CHO-K1 hM4/Gqi5; vehicle 0%, full acetylcholine response 100% | activation, % at 3 µM | 0.14% of 360,000 active;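 active means activation above the run mean over all test wells plus 3 SD, cut at about 32% in these data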;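 further: peak over basal fluorescence ratio per well then scaled between controls; 0% = DMSO wells and 100% = acetylcholine at EC100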
# CHRM5 agonist: human M5 muscarinic receptor agonists, primary screen, CHO-K1 cells, Fluo-8 calcium fluorescence | 0.19% of 360,000 active | CHO-K1 hM5 cells; 0% DMSO wells, 100% maximal acetylcholine response | activation, % at 3 µM | AID 624037, 2012;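 active means activation above the run's mean over test compounds plus 3 SD, cut at about 23% in these data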;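 further: signal is peak over basal fluorescence ratio across the kinetic read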
# M5 PAM: human M5 muscarinic receptor positive allosteric modulators, primary screen, CHO-K1 cells, Fluo-8 calcium fluorescence; Muscarinic acetylcholine receptor M5 (Homo sapiens), P08912; CHO-K1 hM5, ACh EC20 PAM; 0% = ACh EC20, 100% = ACh EC100; activation, % at 3 µM; 0.3% of 360,000 active; AID 624038, 2012;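 active means activation above the run cutoff, the mean activation of all test compounds plus 3 SD, cut at about 18% in these data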
#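 Test system: CHO-K1 hM5 cells / Doses: single-point, 3 µM nominal / Times: Post-acetylcholine fluorescence recording 140 s / Technique: Fluo-8 calcium fluorescence / Measure: Max/basal fluorescence ratio as % of EC20–EC100 ACh window / Benchmarks: low control EC20 acetylcholine (0%), high control EC100 acetylcholine (100%) / Replicates: one well per compound, no replicates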
# An asterisk follows results filed as active; nt = not tested or not shown.
No. | molecule | IDE cell inh | CRFBP-R2 agonist | CHRM4 PAM | CRFR2-BP antag | M4 antag | M5 antag | CHRM4 agonist | CHRM5 agonist | M5 PAM
1 | C#CCOCCOCCOCCNc1nc(N2CCN(C(=O)[C@H](CCCCN)n3cc([C@@H](N)CC(C)C)nn3)CC2)nc(N2CCN(C(=O)[C@H](CCCCN)n3cc([C@@H](N)CC(C)C)nn3)CC2)n1 | 6 | -0.3 | -6 | -1 | 7 | 14 | 1 | -2 | -10
2 | CCOc1ccc(-c2ccc(NS(=O)(=O)c3ccc([N+](=O)[O-])cc3)cc2)nn1 | 0 | 0.1 | -3 | -2 | 7 | -10 | 3 | 2 | -1
3 | CC(C)N1CCC1(C)C(=O)Nc1cccc2ccccc12 (stereo not given) | nt | nt | 1 | nt | -5 | 12 | 0 | -4 | 5
4 | C/C(=N\NC(=O)CCCNc1cccc(C)c1)c1ccncc1 | 6 | 1.8 | 4 | -1 | -3 | 5 | 1 | 0 | 0
5 | Cc1cccc(NC(=O)c2ccc([N+](=O)[O-])s2)n1 | 0 | -1.2 | 16 | -1 | -6 | 10 | 2 | -6 | -2
6 | CCC1Nc2ncnc(N3CCOCC3)c2N(Cc2ccc(OC)cc2)C1=O (stereo not given) | 5 | -1.4 | 8 | 2 | 5 | 16 | 2 | 0 | 0
7 | COc1ccc(C2=NN3C(C2)c2ccccc2OC3c2cccs2)cc1 (stereo not given) | -3 | -0.8 | -4 | -1 | 5 | 7 | 1 | 0 | -2
8 | O=C(NCCc1c[nH]c2ccccc12)C(F)(F)F | 2 | -1.3 | 3 | -1 | 3 | -2 | 0 | -2 | -3

# The final 5 entries of the part before come first, to join the parts:
No. | molecule | IDE cell inh | CRFBP-R2 agonist | CHRM4 PAM | CRFR2-BP antag | M4 antag | M5 antag | CHRM4 agonist | CHRM5 agonist | M5 PAM
4 | C/C(=N\NC(=O)CCCNc1cccc(C)c1)c1ccncc1 | 6 | 1.8 | 4 | -1 | -3 | 5 | 1 | 0 | 0
5 | Cc1cccc(NC(=O)c2ccc([N+](=O)[O-])s2)n1 | 0 | -1.2 | 16 | -1 | -6 | 10 | 2 | -6 | -2
6 | CCC1Nc2ncnc(N3CCOCC3)c2N(Cc2ccc(OC)cc2)C1=O (stereo not given) | 5 | -1.4 | 8 | 2 | 5 | 16 | 2 | 0 | 0
7 | COc1ccc(C2=NN3C(C2)c2ccccc2OC3c2cccs2)cc1 (stereo not given) | -3 | -0.8 | -4 | -1 | 5 | 7 | 1 | 0 | -2
8 | O=C(NCCc1c[nH]c2ccccc12)C(F)(F)F | 2 | -1.3 | 3 | -1 | 3 | -2 | 0 | -2 | -3
9 | O=C(/C=C/c1ccc(Cl)cc1)N(Cc1ccccc1)c1ccccn1 | -4 | -0.5 | -3 | 11 | -5 | 2 | 0 | -7 | 0
10 | COc1ccc(CN2CCN(Cc3ccco3)CC2)cc1 | -1 | -1.0 | -7 | 2 | 1 | 5 | 2 | -5 | -5
11 | O=S(=O)(c1cccs1)N1CCN(c2ccnc3cc(Cl)ccc23)CC1 | 6 | 2.1 | -17 | 0 | 100* | 6 | -1 | -10 | -20
12 | CC(=O)Nc1ccc(S(=O)(=O)NC2(C(F)(F)F)C(=O)Nc3c2c(=O)[nH]c(=O)n3Cc2ccco2)cc1 (stereo not given) | 1 | -0.7 | 9 | -5 | -11 | 1 | 0 | -1 | -4
13 | COc1ccc(CNC(=O)C2CCN(C(=O)N3CCOc4ccc(C)cc43)CC2)cc1 | 6 | 4.9 | -7 | 18 | 1 | 3 | 4 | -2 | -6
14 | CC(Sc1ccccc1)C(=O)NNC(=O)c1ccncc1 (stereo not given) | -1 | 0.4 | 13 | -8 | -25 | 2 | 1 | -2 | -1
15 | Cc1ccc2c(c1)c1c(n2CC(O)CN2CCCCC2C)CCCC1 (stereo not given) | 1 | 7.8 | -21 | -32 | -9 | -2 | 9 | -19 | -31
16 | CCCCOc1cc(=O)[nH]c(=O)[nH]1 | 7 | 0.5 | 3 | 2 | -1 | 0 | 1 | 1 | -3

# 3 structures out of the list, arranged by length of the SMILES, rising:
No. | molecule | IDE cell inh | CRFBP-R2 agonist | CHRM4 PAM | CRFR2-BP antag | M4 antag | M5 antag | CHRM4 agonist | CHRM5 agonist | M5 PAM
15 | Cc1ccc2c(c1)c1c(n2CC(O)CN2CCCCC2C)CCCC1 (stereo not given) | 1 | 7.8 | -21 | -32 | -9 | -2 | 9 | -19 | -31
9 | O=C(/C=C/c1ccc(Cl)cc1)N(Cc1ccccc1)c1ccccn1 | -4 | -0.5 | -3 | 11 | -5 | 2 | 0 | -7 | 0
12 | CC(=O)Nc1ccc(S(=O)(=O)NC2(C(F)(F)F)C(=O)Nc3c2c(=O)[nH]c(=O)n3Cc2ccco2)cc1 (stereo not given) | 1 | -0.7 | 9 | -5 | -11 | 1 | 0 | -1 | -4

# (listing goes on)
No. | molecule | IDE cell inh | CRFBP-R2 agonist | CHRM4 PAM | CRFR2-BP antag | M4 antag | M5 antag | CHRM4 agonist | CHRM5 agonist | M5 PAM
17 | O=C(NCc1ccccc1)c1cccc(S(=O)(=O)NCc2ccccc2)c1 | 9 | -0.5 | -6 | -7 | 1 | 5 | 2 | 2 | -5
18 | CCOc1ccc(NC(=O)C2CC(=O)N=C(N)S2)cc1 (stereo not given) | -3 | 0.7 | 5 | 1 | -1 | -3 | 0 | -3 | 4
19 | CCCCCCC(C)n1cc(C(C)=O)c(=O)[nH]c1=O (stereo not given) | 7 | -0.2 | 1 | -16 | 14 | -2 | 1 | -3 | -2
20 | CSc1ncccc1C(=O)NCC1CCCCC1 | 3 | -0.7 | 3 | 30 | -8 | 0 | 1 | -1 | 7
21 | COc1ccccc1/C=C/C=N/NC(=O)c1cccs1 | -2 | -0.7 | -5 | 7 | 2 | -4 | 2 | 1 | 1
22 | CC1=NN(C(=O)c2c(Br)c(C)nn2C)C(O)(C(F)(F)F)C1 (stereo not given) | -4 | -1.4 | 2 | 14 | 7 | -2 | 1 | -2 | -1
23 | Cc1noc(C)c1S(=O)(=O)N1CCC(C(=O)NC2CCN(Cc3ccccc3)CC2)CC1 | 4 | 12 | -3 | 21 | -2 | -4 | 2 | -7 | -5
24 | COC(=O)c1cn(CCOc2ccccc2)c2ccccc12 | -2 | 4.3 | -6 | 6 | 4 | 4 | 3 | -6 | -7

# Letters: A = IDE cell inh; B = CRFBP-R2 agonist; C = CHRM4 PAM; D = CRFR2-BP antag; E = M4 antag; F = M5 antag; G = CHRM4 agonist; H = CHRM5 agonist; I = M5 PAM
[25] On1c(-c2ccccc2)nc2ccc(Cl)cc21
  A: -1	B: 6.0	C: -4	D: 3	E: 1	F: -3	G: 1	H: 3	I: -2
[26] CP(=O)(COC(=O)c1ccccc1)COC(=O)c1ccccc1
  A: 2	B: 0.2	C: -9	D: 27	E: 9	F: 0	G: 1	H: -1	I: -1
[27] Cc1ccc(N(CC(N)=O)C2SC(=O)N(C)C2=O)cc1 (stereo not given)
  A: 4	B: -3.3	C: 6	D: -1	E: 6	F: -6	G: -1	H: 0	I: 2
[28] Nc1nc(F)cc(NCc2ccccc2)n1
  A: 0	B: 4.5	C: -6	D: 5	E: 7	F: 2	G: 2	H: -1	I: 4

# Source: PubChem
